Source: PubChem
PAFAH1B3 FP inh = PAFAH1B3 enzyme inhibitors, primary screen, biochemical, fluorescence polarization, human; Platelet-activating factor acetylhydrolase IB subunit alpha1 (Homo sapiens), Q15102; recombinant PAFAH1B3, FP-rhodamine probe; 340,000 compounds, 0.28% hits; inhibition, % at 3.39 µM;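 active = inhibition above the screen-wide average of all tested compounds plus 3 SD, cut at about 25% in these data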;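 also: 0% = enzyme with DMSO only and 100% = wells lacking PAFAH1B3 protein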
Target sequence (Q15102 whole entry, looked up): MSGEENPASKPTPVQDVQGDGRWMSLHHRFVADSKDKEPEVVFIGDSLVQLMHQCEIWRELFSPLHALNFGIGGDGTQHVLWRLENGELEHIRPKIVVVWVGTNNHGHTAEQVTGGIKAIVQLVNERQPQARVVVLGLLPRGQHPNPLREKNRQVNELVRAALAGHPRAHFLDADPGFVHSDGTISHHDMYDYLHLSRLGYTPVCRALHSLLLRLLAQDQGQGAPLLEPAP
PAFAH2 inh = PAFAH2 enzyme inhibitors, primary screen, biochemical, fluorescence polarization, human; inhibition, % at 3.39 µM; recombinant PAFAH2, FP-rhodamine activity probe; Platelet-activating factor acetylhydrolase 2, cytoplasmic (Homo sapiens), Q99487; 340,000 compounds, 0.99% hits; AID 492956, 2010;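 active = inhibition above the mean over all tested compounds plus 3 SD, cut at about 30% in these data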;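 also: inhibitors block probe labeling of enzyme so polarization drops; 0% = enzyme with DMSO and 100% = wells lacking PAFAH2 protein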
Numbers without * were called inactive. The list is partial; rates above refer to the full screens.

The first 5 records (preview)
SMILES	PAFAH1B3 FP inh	PAFAH2 inh
O=C(NCCc1ccccc1)c1ccc(NC(=O)c2cccnc2)cc1	7	6
Cc1ccc(S(=O)(=O)N[C@H](C(=O)NCC2CCC(C(=O)O)CC2)C(C)C)cc1 (some centres not stated)	6	0
Cc1ccc(S(=O)(=O)N2CCCCC2)cc1C(=O)OC(C)C(=O)NCC1CCCCC1 (configuration not stated)	-2	-4
CC(=O)c1ccc(NC(=O)c2sc3nc(C)c(C)c(C)c3c2N)cc1	12	3
CC(C)N(C)C1=CC(=O)C(N(C)C(C)C)=CC1=O	4	3

Results (from the top)
SMILES	PAFAH1B3 FP inh	PAFAH2 inh
O=C(NCCc1ccccc1)c1ccc(NC(=O)c2cccnc2)cc1	7	6
Cc1ccc(S(=O)(=O)N[C@H](C(=O)NCC2CCC(C(=O)O)CC2)C(C)C)cc1 (some centres not stated)	6	0
Cc1ccc(S(=O)(=O)N2CCCCC2)cc1C(=O)OC(C)C(=O)NCC1CCCCC1 (configuration not stated)	-2	-4
CC(=O)c1ccc(NC(=O)c2sc3nc(C)c(C)c(C)c3c2N)cc1	12	3
CC(C)N(C)C1=CC(=O)C(N(C)C(C)C)=CC1=O	4	3
O=C(Nc1ccccc1)SC1CCCCC1	11	0
COc1cc(OC)c(C(=O)NNC(=O)c2ccc(NS(=O)(=O)c3cccs3)cc2)cc1OC	7	-2
CCOc1ccc(CCNC(=O)COC(=O)CSc2ccc(C)cc2)cc1OCC	10	5
Cc1onc(-c2c(F)cccc2Cl)c1C(=O)OCC(=O)Nc1cccc(S(=O)(=O)N(C)C)c1	3	-5
O=[N+]([O-])c1ccc2[nH]c(=S)sc2c1	0	-8
COc1ccc2nc(N=Nc3ccc(N(C)C)cc3)sc2c1	15	7
Cc1c(Cl)cnc(NC(=O)COC(=O)/C=C/c2ccco2)c1Cl	-1	34*
CCN1C=C(C(C)=O)C(=O)CC1	5	-6
O=C1Nc2ccc(Br)cc2/C1=C/C(=O)c1ccccc1	1	1
CCOC(=O)c1cc2c(c(CCO)n1)[C@H](CCO)N(S(=O)C(C)(C)C)C2 (some centres not stated)	8	-6
O=[N+]([O-])c1ccc(NC(=S)N2CCc3ccccc32)cc1	-6	-6
O=C(O)C1C2OC(C(Br)C2Br)C1C(=O)O (configuration not stated)	2	11
COC(=O)CCC(=O)N1CCC(CCC(=O)NCc2ccc(F)cc2)CC1	-1	-3
O=S(=O)(c1ccccc1)N(Cc1cccc(F)c1)c1ccccc1	8	5
Cc1ccc(NC(=O)CN2CCN(C)CC2)cc1Br	5	-4
Cc1ncnc(N)c1CCCNc1ccccc1	8	2
CN(CC(=O)Nc1cc(C(F)(F)F)ccc1-n1cncn1)Cc1ccccc1N1CCOCC1	3	2
COc1cc2c3nc4n(c(=O)c3n(CC(=O)N3CCCC3)c2cc1OC)CCS4	10	4
CCCc1cc(C(=O)Nc2sc(C)c(C)c2C(=O)OCC)no1	-2	1
CCOc1ccc(S(=O)(=O)N/N=C(\C)c2ccc3c(c2)OCO3)cc1	2	-1

Ordered by length of the SMILES (rising): 4 of the compounds above.
SMILES	PAFAH1B3 FP inh	PAFAH2 inh
O=[N+]([O-])c1ccc2[nH]c(=S)sc2c1	0	-8
CC(C)N(C)C1=CC(=O)C(N(C)C(C)C)=CC1=O	4	3
Cc1ccc(S(=O)(=O)N2CCCCC2)cc1C(=O)OC(C)C(=O)NCC1CCCCC1 (configuration not stated)	-2	-4
CN(CC(=O)Nc1cc(C(F)(F)F)ccc1-n1cncn1)Cc1ccccc1N1CCOCC1	3	2

Laid out differently: results already given.
compound,PAFAH1B3 FP inh,PAFAH2 inh
O=C1Nc2ccc(Br)cc2/C1=C/C(=O)c1ccccc1,1,1
CC(C)N(C)C1=CC(=O)C(N(C)C(C)C)=CC1=O,4,3

(cont.)
SMILES	PAFAH1B3 FP inh	PAFAH2 inh
CN(Cc1ccon1)C(=O)C1CCN(C2CCN(CCCc3ccccc3)CC2)CC1	2	6
CS(=O)(=O)c1ccc2nc(NC(=O)c3ccccc3Cl)sc2c1	4	1
COC(=O)CCC1(C(N)=O)CCC(=O)c2ccccc21 (configuration not stated)	8	4
Nn1c(-c2cccc(O)c2)nnc1-c1cccc(O)c1	7	5
OCC(O)C1OCOC(C(O)CO)C1O (configuration not stated)	1	0
CC1(C2CC2)NC(=O)N(CC(=O)Nc2ccccc2C#N)C1=O (configuration not stated)	8	1
O=C(CSc1nnc(CN2CCCC2)n1-c1ccc(F)cc1)c1ccc2c(c1)OCO2	1	-3
S=c1nc2[nH]c3ccccc3c2n[nH]1	-1	4
O=C(Cc1ccccc1)NCC(=O)Nc1cc(Cl)ccc1Cl	-1	5
CSc1nc(N)nc2c1ncn2Cc1ccccc1	-2	0
COc1ccc(S(=O)(=O)NCC2(N3CCOCC3)CCCCC2)cc1OC	4	-2
CC(O)(C#CCN1CCOCC1)c1ccccc1 (configuration not stated)	1	3
CCCn1c2ccccc2c2cnn(CC(=O)NCCOC)c(=O)c21	6	0
COc1cc(OC)cc(C(=O)OCC(=O)Nc2nnc(-c3ccccc3)o2)c1	14	0
CN(C(=O)c1cccc(NC(=O)Cc2ccc(NC(=O)C3CCN(S(=O)(=O)c4cccc([N+](=O)[O-])c4)CC3)cc2)c1)C1CC1	-1	-3
Cc1ccc(C(=O)CCC(=O)OCC(=O)N2CCN(S(=O)(=O)c3ccc(C)cc3C)CC2)cc1	5	3
O=C(CN1C(=O)c2ccccc2S1(=O)=O)Nc1ccc(S(=O)(=O)Nc2ncccn2)cc1	1	-1
C=CCNc1nc(Cl)nc(NCc2ccco2)n1	4	1
Cc1noc(C(=O)Nc2ccc(C#N)cc2)c1Cl	3	2
Cc1c(C(=O)N2CCC(C)CC2)sc2ncnc(N3CCN(c4ccccc4)CC3)c12	-7	-5
Cc1cccc(C(=O)N(C(=O)c2cccc(C)c2)N(C)C)c1	9	-6
COc1cc([N+](=O)[O-])ccc1-c1ccc(/C=C2\C(=O)ON=C2c2ccccc2)o1	6	30*
Nc1ccccc1C=C1Cc2ccccc2C1=O	6	1
O=C(NNC(=O)c1cccc2ccccc12)c1ccc(Cl)c(Cl)c1	3	-4
COCCN(CC(=O)Nc1cccc(C)c1C)C(=O)C1CCN(S(=O)(=O)c2ccccc2)CC1	4	6
Other records
SMILES	PAFAH1B3 FP inh	PAFAH2 inh
CC(OC(=O)c1ccccc1C(=O)O)c1ccccc1 (configuration not stated)	-4	-4
O=[N+]([O-])c1cccc(NC(=S)N2CCCC2)c1	-1	11
Oc1ccc(Cl)cc1Sc1cc(Cl)ccc1O	3	24
O=C1CC(c2ccco2)CC(O)=C1C=NCCN1CCN(C2CC(=O)N(c3ccccc3)C2=O)CC1 (configuration not stated)	3	0
COc1ccc(C2CC(=O)NC(=O)C2)cc1	0	-2
COc1cccc2c1cc1c(=O)n(CC(=O)N3CCN(c4cccc(C)c4C)CC3)nc(C)n12	3	0
CCSc1nc2sc3c(c2c(=O)n1-c1ccccc1)CCN(C(C)C)C3	-2	10
COc1ccc(C2NCCc3c2[nH]c2ccccc32)cc1CN1CCc2cc(OC)c(OC)cc2C1C (configuration not stated)	0	5
C=CCn1c(C)nnc1SCC(=O)Nc1ccccc1C(=O)NC1CC1	3	-1
CC(=O)c1ccc(OCc2cc(C(=O)N(C)Cc3ncc(C)[nH]3)no2)cc1	2	-1
CCOc1ccccc1CN1CCC(Oc2ccc(C(=O)NCc3ccccn3)cc2)CC1	3	-3
CCN(C(=O)CSc1nc2scc(-c3ccccc3)c2c(=O)n1N)C1CCS(=O)(=O)C1 (configuration not stated)	12	0
CCCCN1C(=O)C(C#N)CC2=C1CC(C)(C)CC2=O (configuration not stated)	3	-1
COCCCNC(=S)N1CCN(C(c2ccccc2)c2ccccc2)CC1	5	-24
CCOC(=O)c1ccccc1NC(=O)c1cc2ccccc2o1	6	-8
COc1ccccc1NS(=O)(=O)c1ccc(C(=O)NCC(c2ccccc2OC)N(C)C)cc1 (configuration not stated)	6	-8
CCc1ccccc1NC(=O)N1CCCc2ccccc21	3	-5
Cc1cc(O)cc2c1C1CCC3(C)C(=O)CCC3C1C=C2 (configuration not stated)	6	0
O=c1cc(Br)c(O)c(Br)cc1Br	11	25
O=C(CSc1n[nH]c(=O)n1Cc1ccccc1)Nc1ccc(N2CCOCC2)cc1	3	-4
Cc1ccc(S(=O)(=O)CCC(=O)OCC(=O)N(C)Cc2ccccc2)cc1	0	-1
Cc1cc(Br)ccc1NC(=O)CN(C)C(=O)c1cccc(S(=O)(=O)N2CCN(C)CC2)c1	10	6
COC(=O)c1c(NC(=O)c2ccc(C)o2)sc2c1CCCCC2	-1	6
CC(C)C[C@@H](CN)NC(=O)c1nc[nH]c1C(=O)N[C@@H](C)C(=O)CNC[C@H](C)NC(=O)c1nc[nH]c1C(=O)N[C@@H](CC(=O)O)C(=O)O	8	1
Cc1ccccc1-c1cccc([C@@H]2C[C@H]3[C@H](CON3C)CN2C(=O)C(C)(C)C)c1	11	-2
Other records follow.
SMILES	PAFAH1B3 FP inh	PAFAH2 inh
O=C(Cc1cccc(NC(=O)C2CCCN(C(=O)C3CC3)C2)c1)Nc1ccc(C(=O)N2CCOCC2)cc1 (configuration not stated)	2	4
Cn1c(=O)n(C)c2cc(CNc3ccc(N4CCOCC4)c(C(=O)O)c3)ccc21	-1	1
Cc1cccc(NC(=O)CN(C)C(=O)/C=C/c2ccccc2)c1C	-2	2
CCOC(=O)c1c(NC(=O)CN2CCN(S(=O)(=O)c3cc(Cl)ccc3Cl)CC2)sc(C(=O)N(C)C)c1C	3	0
O=C(NC1CCCCC1)c1cccc(N2C(=O)CCC2=O)c1	-2	-9
O=S(=O)(O)c1ccc2c(c1)C(C(Cl)(Cl)Cl)OC(C(Cl)(Cl)Cl)O2 (configuration not stated)	9	18
Cc1ccc(C(CC(=O)N2CCCC2)c2ccccc2)c(O)c1 (configuration not stated)	7	-3
OC1COC(c2ccccc2)OC1C(O)C1OC(c2ccccc2)OCC1O (configuration not stated)	3	-2
Cn1c(=O)c2[nH]c(SCc3cccnc3)nc2n(C)c1=S	0	10
COc1ccccc1CCC(=O)Oc1ccc(C#N)cc1OC	8	-1
CCOc1ccc(N(CC(=O)NCCSCc2ccccc2Cl)S(C)(=O)=O)cc1	7	1
COc1ccc(CNCCS(=O)(=O)NC2CCCC2)cc1	-4	0
CN1CCN(c2ccc(NC(=O)c3cc(Cl)c4c(c3)OCCO4)cc2)CC1	9	3
CCN(c1ccc(Cl)cc1)S(=O)(=O)c1nnc(NC(=O)C(C)C)s1	9	10
COC(=O)C1=CN(Cc2ccc(OC)c(OC)c2)C=C(C(=O)OC)C1c1ccc(O)cc1	16	3
C[C@H](CO)N1C[C@H](C)[C@@H](CN(C)CC2CC2)Oc2c(NC(=O)C3CC3)cccc2C1=O	-8	-7
Cc1ccccc1NC(=O)C(=Cc1ccc(C(=O)O)cc1)C(=O)Nc1ccccc1C	0	-1
CCOC(=O)N1CCN(C(=O)/C=C/c2c(C)nn(-c3ccc(F)cc3)c2Cl)CC1	-1	2
CCCn1c2ccc(F)cc2c2nnc(SCCN3CCOCC3)nc21	14	1
Clc1ccc(-c2nnc(-c3ccc4ccccc4c3)o2)cc1	5	-3
COc1ccccc1OCc1ccc(C(=O)Nc2cc(OC)c(OC)c(OC)c2)o1	5	3
COc1cccc2c1C(=N)c1c(O)c3c(c(O)c1C2=O)CC(O)(C(C)=O)CC3OC1CC(N)C(O)C(C)O1 (configuration not stated)	8	11
COc1ccc(CCC(=O)NNC(=O)c2ccccn2)cc1OC	5	-4
CN1CCN(C(=O)CCCN2C(=O)/C(=C/c3cccc(Br)c3)SC2=S)CC1	-1	1
COc1ccccc1-c1cccc([C@@H]2C[C@H]3[C@@H](CN2)CON3C)c1	6	1
Next section:
SMILES	PAFAH1B3 FP inh	PAFAH2 inh
CC(NC(=O)c1ccc(N(C)C)cc1)C1CC2CCC1C2 (configuration not stated)	0	46*
O=C(COC(=O)c1c(F)cccc1Cl)NC1CCCCC1	5	66*
COc1cccc(C(=O)NCC(=O)N2CCN(c3ccc(C(F)(F)F)cn3)CC2)c1	-2	0
COc1ccc(-n2c(CN3CCN(c4ccccc4OC)CC3)nc3ccc([N+](=O)[O-])cc3c2=O)c(OC)c1	-2	4
O=[N+]([O-])c1ccc(NC(c2ccccc2)c2ccc3cccnc3c2O)cc1 (configuration not stated)	2	1
CC(C)CN1CCN(CCCOC(=O)Nc2cccc3ccccc23)CC1C (configuration not stated)	6	-1
O=C(Nc1c(Br)cc2c(c1Br)Cc1cc([N+](=O)[O-])ccc1-2)C(Cl)Cl	-5	-8
CSc1ccc(NC(=O)Nc2ccc(C(=O)NCC(=O)O)cc2)cc1	6	-5
CN(Cc1ccccc1)C(=O)c1cccc(NC(=O)Cc2ccc(NC(=O)C3CCCN(C(=O)C4CC4)C3)cc2)c1 (configuration not stated)	14	6
Cc1c(C(=O)O)sc(S(=O)(=O)N2CCN(C(=O)CC(C)c3ccccc3)CC2)c1C(=O)O (configuration not stated)	9	-3
CN1C(=O)N(CC(=O)Nc2cccc(S(=O)(=O)N(C)c3ccccc3)c2)C(=O)C12CCCCC2	-1	2
COCCn1c(Sc2nc(C)cs2)nc2c1c(=O)[nH]c(=O)n2C	0	3
N#Cc1c(N)[nH]c2ccc(Sc3ccccc3)cc12	14	7
COc1ccc(C2/C=C\CN(C(=O)CC(C)C)CC(=O)N2Cc2ccc(F)cc2)cc1 (configuration not stated)	1	3
Cc1ccc(CNc2ccc(O)cc2)cc1	39*	22
NC(=O)c1ccc(C(=O)N/N=C(/Cc2ccccc2)c2ccccc2)cc1	-2	-2
COc1ccc(CCNC(=O)CN2C(=O)NC3(CCOc4ccccc43)C2=O)cc1 (configuration not stated)	5	10
CCN(CC(=O)Nc1c(F)cccc1F)C(=O)c1ccc(OCC(=O)N2CCOCC2)c(OC)c1	17	-3
